High-throughput results deposited in PubChem by National Center for Advancing Translational Sciences (NCATS).
DT40 TDP1 CPT: growth inhibition of DT40 Tdp1-/-;hTDP1 cells with camptothecin (screen for TDP1 inhibitors); AID 686979; Potency, µM (highest dose often 46.2 µM), inactives show at the highest dose activity change, negative = growth inhibition, usual class: inhibitors; chicken DT40 Tdp1-/-;hTDP1 cells + 20 nM CPT, ATP luminescence, 48 h; 420,000 tested, 12% active; also: nearly all actives have a fitted effect of over 55% in size
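Cell growth measured by CellTiter-Glo luminescence after a minimum 48 h, 37 C compound exposure with 20 nM CPT in Tdp1-knockout DT40 cells stably expressing hTDP1, seeded 400/well; qHTS titration format.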
TDP1 cell noCPT: qHTS for Inhibitors of human tyrosyl-DNA phosphodiesterase 1 (TDP1): qHTS in cells in absence of CPT; Potency, µM (doses to about 46.2 µM), without a hit: at the highest dose activity change, negative = growth inhibition, hits mostly inhibitors; AID 686978, 2013; DT40 Tdp1-/- hTDP1 cells, no CPT, ATP luminescence, 48 h; 420,000 tested, 15% active; also: nearly all actives have a fitted effect of over 55% in size
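Chicken DT40 Tdp1-/- cells complemented with human TDP1, screened without camptothecin (DMSO vehicle only), 400 cells/well. Compounds pin-transferred, cells incubated at 37 °C for at least 48 hr. Growth read as ATP-dependent luminescence (CellTiter-Glo, 30 min at RT).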
TDP1 inh: TDP1 (human) enzyme inhibition; Q9NUW8; AID 485290; recombinant TDP1, AlphaScreen DNA substrate cleavage; Potency, µM (top dose mostly 130 µM), for inactives: at the highest dose activity change, negative = inhibition, usual class: inhibitors; 350,000 tested, 0.28% active; also: nearly all actives have a fitted effect of over 40% in size
Target sequence (Q9NUW8 whole entry, looked up): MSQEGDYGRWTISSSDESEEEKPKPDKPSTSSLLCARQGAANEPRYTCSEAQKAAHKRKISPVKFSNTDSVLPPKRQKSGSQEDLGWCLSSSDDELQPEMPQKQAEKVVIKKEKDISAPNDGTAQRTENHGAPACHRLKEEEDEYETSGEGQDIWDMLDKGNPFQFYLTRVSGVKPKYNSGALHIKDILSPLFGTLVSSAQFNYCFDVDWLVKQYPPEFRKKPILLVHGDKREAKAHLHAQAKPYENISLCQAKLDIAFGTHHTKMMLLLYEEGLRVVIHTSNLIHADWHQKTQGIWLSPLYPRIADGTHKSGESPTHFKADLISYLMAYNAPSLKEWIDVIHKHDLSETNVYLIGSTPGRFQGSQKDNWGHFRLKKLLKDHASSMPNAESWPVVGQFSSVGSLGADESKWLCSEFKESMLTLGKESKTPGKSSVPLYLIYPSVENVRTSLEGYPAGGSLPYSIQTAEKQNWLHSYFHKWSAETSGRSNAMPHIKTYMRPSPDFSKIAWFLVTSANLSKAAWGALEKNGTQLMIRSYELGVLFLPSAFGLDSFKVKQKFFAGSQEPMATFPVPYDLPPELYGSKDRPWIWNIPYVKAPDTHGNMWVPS
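Recombinant E. coli-expressed Tdp1 (1 nM) preincubated with compound 15 min at RT, then 5'-biotin/3'-phosphotyrosine-FITC DNA substrate (15 nM) added for 5 min. AlphaScreen beads (10 ug/ml) added, 10 min RT; tyrosine-FITC cleavage read as signal loss.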
An asterisk follows results filed as active; ? = inconclusive; · = not tested or not shown; & = joins results of further samples; [ ] = dose if it differs, or a comment. Calls follow the shape of the dose curve; as a rule, active = well fitted curve in the direction sought with a large enough effect; inconclusive = small, poorly fitted or top-dose-only effect, or another doubt; inactive = no such curve, though single readings can be large; an effect the other way counts as inactive or inconclusive. % is scaled to controls: 0 for no effect and ±100 for the full control effect; potency is read from the fitted curve at half-maximal effect.

Value order: DT40 TDP1 CPT, TDP1 cell noCPT, TDP1 inh
O=C(c1ccc(Cl)c(S(=O)(=O)N2CCOCC2)c1)N1CCOCC1
  0.4%, -11.1%, 9.0%[0.0935 µM]
Cc1csc(NC(=O)C(C)Oc2ccc(Cl)cc2C)n1 (stereo not given)
  ?, ?, -2.1%
O=C(Nc1sccc1C(=O)NCc1ccco1)c1cccnc1
  ?, -26.1%, -8.3%
COC(=O)C1=CNC=C(C(=O)OC)C1c1ccc(Cl)cc1
  -11.6%, -22.7%, 5.5%
CCOC(=O)c1[nH]c(C)c(C(=O)c2cc(F)ccc2F)c1C
  0.82µM*, 0.82µM*, 1.1%
CC1=C(C(=O)Nc2ccc(Cl)cc2)C(c2cccs2)n2nc(SCc3cccc(Cl)c3)nc2N1 (stereo not given)
  -3.0%, -21.4%, -2.1%[12.3 µM]
CCOc1ccc(C(=O)c2cn(CC(=O)Nc3ccc4c(c3)OCO4)c3ccc(OCC)cc3c2=O)cc1
  ?, 3.26µM*, -1.3%
CN(CCc1ccccc1)C(=O)c1ccc(NC(=O)Cc2ccc(NC(=O)C3CCN(C(=O)c4ccccc4)CC3)cc2)cc1
  ?, ?, ·
Cc1cc(C)c2nc(-c3ccccn3)cc(C(=O)Nn3cnnc3)c2c1
  7.1%, -11.8%, -5.5%
Cc1ccc(Cl)cc1NC(=O)COC(=O)Cn1cnc2c1c(=O)n(C)c(=O)n2C
  13.7%, ?, 5.9%
NC(=O)NS(=O)(=O)c1ccc(N)cc1
  -3.8%, 2.1%, ·
C[C@H](CO)N1C[C@H](C)[C@@H](CN(C)Cc2ccncc2)Oc2c(NC(=O)c3ccncc3)cccc2C1=O
  3.5%, -7.1%, 5.1%
CC1(C(=O)NCCc2c[nH]c3ccccc23)C=CC2(CCCCC2)N1C(=O)c1ccccc1 (stereo not given)
  18.4µM*, ?, ·
O=C(CCc1nnc2ccc(NCc3ccco3)nn12)Nc1cc(F)ccc1F
  ?, ?, -1.9%
COc1cc(C(c2sc3nc(C)nn3c2O)N2CCc3ccccc3C2)cc(OC)c1OC (stereo not given)
  23.1µM*, 10.3µM*, 1.0%
COc1ccc(NC(=O)c2cc(-c3ccc4c(c3)OCO4)on2)cc1
  18.7%, -12.5%, 8.7%
CN(C)C(=O)CCc1ccc2c3c([nH]c2c1)[C@]1(CCC2CCCC2)[C@@H](C(=O)N2CCOCC2)C[C@H](CC(=O)NCc2cccc(C(F)(F)F)c2)C(=O)N1CC3
  20.6µM*, 14.6µM*, -0.2%[56.1 µM]
O=[N+]([O-])c1ccc(-c2nc(Nc3ccc(O)cc3)c3ccccc3n2)cc1
  -15.1%, -0.7%, ·
N#C/C(=C\c1cccc([N+](=O)[O-])c1)C(=O)NCc1ccc(Cl)cc1
  5.8µM*, 11.6µM*, -2.7%
Cc1c(N=NC2=C(O)CCCC2=O)c(=O)n(-c2ccccc2)n1C
  ?, ?, 2.5%
CCOC(=O)CC(N)c1cccc([N+](=O)[O-])c1 (stereo not given)
  -5.1%, 8.6%, 3.8%
Cc1ccc(C(=O)C2=C(O)C(=O)N(c3ncccn3)C2c2ccc(Br)cc2)o1 (stereo not given)
  -0.1%, -24.8%, -0.6%
Cc1ccc(C)c(N2CCN(C(=O)c3cc(S(=O)(=O)N4CCC(C)CC4)cn3C)CC2)c1
  16.4µM*, ?, 5.3%
COc1cccc(/C=N/n2c(C)nc3ccccc3c2=O)c1O
  -5.9%, -15.0%, 1.0%
Cc1cc(C)nc(NS(=O)(=O)c2ccc(NC(=O)c3cccc(N4C(=O)CCC4=O)c3)cc2)n1
  -15.9%, 5.9%, -0.6%
Cc1cccc(C(=O)NNC(=O)c2c(-c3ccccc3Cl)noc2C)c1O
  ?, 29.1µM*, ·
N#CC1=C(N)Oc2cc(N)ccc2C1c1cccc(F)c1 (stereo not given)
  ?, ?, ·
O=S1(=O)CCC(NC(=S)SCc2ccccc2Br)C1 (stereo not given)
  8.2µM*, 18.4µM*, -1.2%
COc1ccc2nc(NC(=O)C3CCCN(S(=O)(=O)c4cccc5nsnc45)C3)sc2c1 (stereo not given)
  ?, 16.4µM*, 7.9%
COC(=O)c1ccc(OCC(O)CN2C(=O)NC(C)(C)C2=O)cc1 (stereo not given)
  3.8%, -3.7%, 4.7%
CC(=O)Nc1cc(-c2ccc(N3CCN(C)CC3)cc2)cn2c(-c3ccc(F)cc3)cnc12
  5.17µM*, 4.61µM*, ·
O=C(CN1CSCC1=O)N1CCN(S(=O)(=O)c2ccc(Cl)cc2)CC1
  -7.1%, 13.2%, 0.4%
CCN(CC)c1ccc(C(=O)NN)cc1
  27.6%, -3.3%, -2.6%
C=CCOc1cccc(C2/C(=C(/O)c3ccc4c(c3)CC(C)O4)C(=O)C(=O)N2CCN2CCOCC2)c1 (stereo not given)
  30.4%[activator], 4.3%, 6.9%
COc1ccc(CCn2c(C(C)C)nc3c(c(=O)c4ccccc4n3C)c2=O)cc1
  16.4µM*, 11.6µM*, -2.7%
S=c1[nH]nc(-c2ccncc2)n1/N=C/c1cn(-c2ccccc2)nc1-c1ccc(Cl)cc1
  ?, ?, ·
C=CCn1c(SCC(=O)NCC2CCCO2)nnc1-c1ccncc1 (stereo not given)
  -5.4%, -13.7%, -0.2%
O=C(CN(c1ccc(F)cc1)S(=O)(=O)c1ccc2c(c1)OCCO2)Nc1cccnc1
  -17.5%, -26.2%, 6.8%
COCCCN(C(=O)c1cccnc1SC)c1c(N)n(Cc2ccccc2)c(=O)[nH]c1=O
  -1.7%, -10.6%, 6.3%
COc1ccc(Br)cc1C(=O)Nc1cccc(C)c1C
  -6.0%, -22.7%, -0.6%
CN(C)C=NC(=O)c1cc(C(=O)c2ccccc2Cl)c[nH]1
  2.7%, -16.9%, 8.2%
CCN(C[C@H]1N[C@@](CC)(C(=O)OC)[C@H]2C(=O)N(C)C(=O)[C@@H]12)S(=O)(=O)c1ccc(OC)cc1
  2.3%, -8.2%, 1.4%
CCOC(=O)C1CCCCN1Cc1ccccc1C(F)(F)F (stereo not given)
  ?, -20.2%, -4.2%
Nc1nc2nn(-c3ccccc3)nc2c(=O)[nH]1
  -13.3%, ?, 1.2%
C[C@@H]1CN([C@@H](C)CO)C(=O)c2cc(NC(=O)Nc3ccc4c(c3)OCO4)ccc2O[C@H]1CN(C)S(=O)(=O)c1cn(C)cn1
  0.1%, 0.1%, 0.1%
CC(NC(=O)C(Cc1ccccc1)N1C(=O)C2C3CCC(C3)C2C1=O)c1ccccc1 (stereo not given)
  -6.5%, ?, -3.9%
CC1CCCCN1CCCNc1ccc(C(CC(N)=O)NC(=O)c2ccccc2)cc1[N+](=O)[O-] (stereo not given)
  8.2%, 1.2%, ·
O=C(NCCC1=CCCCC1)NC12CC3CC(CC(C3)C1)C2
  -29.3%, ?, -1.2%
CCNc1c(NC(C)=O)c(=O)oc2ccccc12
  4.0%, -2.4%, 2.7%
Cc1ccc(C(=O)N/N=C/C2=Cc3ccccc3OC2C)cc1 (stereo not given)
  ?, 14.6µM*, 5.3%
CCOC(=O)N1CCC(NC(=O)C(NS(=O)(=O)c2ccc3c(c2)CCN3C(=O)CC)C(C)C)CC1 (stereo not given)
  -1.9%, -2.6%, 0.0%
CCCCOc1ccc(CSc2nncn2N)cc1
  0.9%, 1.3%, 5.3%
CCN(CC)C(=O)Cn1cc(S(=O)(=O)CC(=O)NCc2ccc3c(c2)OCO3)c2ccccc21
  -2.1%, -2.1%, 1.2%
C[C@@H]1CN([C@H](C)CO)C(=O)CCCn2nncc2CO[C@H]1CN(C)Cc1ccc2cccnc2c1
  8.4%, -25.1%, ·
CCOc1ccccc1N1CCN(C(=O)c2cccs2)CC1
  -26.3%, -19.1%, ·
CC(C)CNS(=O)(=O)c1ccc(NC(=O)Cn2nc(-c3ccc(F)cc3)ccc2=O)cc1
  ?, ?, 5.5%
C/C(Cl)=C/CSc1nnc2n(N)c(=O)c3ccccc3n12
  -3.2%, -7.7%, 5.8%
O=C1[C@H]2[C@@H](C(=O)N1c1cc(Cl)cc(Cl)c1)[C@]1(C(=O)Nc3ccccc31)N1CCC[C@@H]21
  -25.6%, -5.7%, 2.0%
O=C(CC1C(=O)NCCN1Cc1cccc(Oc2ccccc2)c1)NCCc1ccncc1 (stereo not given)
  -29.6%, ?, 9.0%
Cc1ccc(C(=O)NCCCN2CCOCC2)cc1N1CCCC1=O
  4.0%, 16.8%, 1.0%

Whole records from above. Screens in order: DT40 TDP1 CPT | TDP1 cell noCPT | TDP1 inh
CC(NC(=O)C(Cc1ccccc1)N1C(=O)C2C3CCC(C3)C2C1=O)c1ccccc1 (stereo not given) in the list: -6.5% | ? | -3.9%
CCNc1c(NC(C)=O)c(=O)oc2ccccc12 in the list: 4.0% | -2.4% | 2.7%
CC1CCCCN1CCCNc1ccc(C(CC(N)=O)NC(=O)c2ccccc2)cc1[N+](=O)[O-] (stereo not given) in the list: 8.2% | 1.2% | ·

The list goes on.
Value order: DT40 TDP1 CPT, TDP1 cell noCPT, TDP1 inh
CCC1CCc2c(n(C)c3ccccc3c2=O)O1 (stereo not given)
  0.2%, 7.0%, 3.8%
CC(C)(C)Nc1nc(NCc2cccnc2)nc(N2CCOCC2)n1
  -1.3%, 0.6%, 4.4%
COc1cccc(-c2cnc3c(NC=O)cc(-c4ccc(N(C)C)cc4)cn23)c1
  14.6µM*, 8.2µM*, ·
COc1ccc(CCC(=O)NNC(=O)Nc2cccc(Cl)c2)cc1
  8.6%, 20.2%, 3.2%
Cc1ccc(C(=O)N/C(=C\c2ccc(F)cc2)C(=O)NCCCn2ccnc2)cc1
  3.1%, -8.5%, ·
CNC(=O)c1ccccc1Sc1ccccc1CO
  -1.5%, 3.3%, 5.2%
COCC(=O)N(c1ccc(C(C)C)cc1)C1C=CS(=O)(=O)C1 (stereo not given)
  -2.7%, 0.4%, 4.1%
Cc1cccc(C(=O)NNC(=O)c2ccc(F)cc2)c1
  -3.2%, 0.1%, 0.0%
Cc1nnc(NC(=O)CSc2nnc(Cc3ccccc3)n2-c2ccccc2)s1
  -19.4%, -19.6%, 4.1%
NC(=O)c1ccc(C(=O)c2ccc([N+](=O)[O-])cc2)cc1
  -26.1%, ?, 2.4%
CCOC(=O)C(NCCOC)(NC(C)=O)C(F)(F)F (stereo not given)
  36.8%[activator], 10.5%, ·
O=C(CN1CCCc2ccccc21)Nc1ccccc1[N+](=O)[O-]
  8.8%, -1.3%, 8.9%
CC(C)(C)CN1CCN(CC#Cc2ccccc2)CC1CCO (stereo not given)
  ?, 10.3µM*, 3.2%
CCCCNC(=O)C1(C)CCCCN1CC(=O)c1ccc(OC)cc1 (stereo not given)
  16.4µM*, 25.9µM*, ·
O=C(Nc1ccc(Br)c(Cl)c1)c1ccc(C(=O)Nc2ccc(Br)c(Cl)c2)cc1
  -0.8%, -5.9%, ·
CCCC(=O)NNC(=O)CCC(=O)Nc1ccccc1Cl
  11.8%, -3.7%, 3.8%
COc1ccccc1CNC(=O)CSc1nc2nc(C)c(Cc3ccccc3C)c(C)n2n1
  14.6µM*, 5.17µM*, 2.9%
Cc1cn(-c2ccccc2)c(C)c1/C=N\Nc1nc(N2CCOCC2)nc(N2CCOCC2)n1
  ?, ?, -1.2%
CC(=O)Nc1ccc(NC(=O)COC(=O)c2ccccn2)cc1
  -2.7%, 3.4%, 0.0%
O=C(Nc1c(C(=O)c2ccccc2)oc2ccccc12)c1cc(=O)c2ccccc2o1
  14.7%, 1.4%, 9.8%
COc1ccc(Br)c(Cn2c(C)c(C(=O)NCc3ccc4c(c3)OCCO4)sc2=O)c1
  ?, -20.0%, ·
Cc1ccc2nc(NC(=O)c3ccc(Br)o3)sc2c1
  -10.7%, -29.2%, ·
Cc1cc(=O)oc2cc(OCC(=O)NC3(C#N)CCCCC3)c(Cl)cc12
  -6.9%, ?, -3.2%
CCOCCCNC(=O)c1cn(CC)c2ccc(S(=O)(=O)N3CCOCC3)cc2c1=O
  -0.5%&-3.1%, 14.6%&10.7%, 3.9%&2.3%
O=C(CC1CC2CCC1C2)N1CCN(S(=O)(=O)c2ccccc2F)CC1 (stereo not given)
  ?, ?, 1.1%
CCCOC(=O)Nc1sc2c(c1C(=O)OCC)CCC2
  3.7%, -8.8%, -3.5%
CCC(=O)c1ccc(OCC(O)CN2CCOCC2)cc1 (stereo not given)
  15.4%, -8.1%, 7.0%
